Bioassay records (PubChem)
Lipid droplet: inhibitors of hepatocyte lipid droplet formation, primary screen, imaging, high-throughput imaging, BODIPY stain | AML12 mouse hepatocytes, oleate lipid droplets | inhibition, % at 6.5 µM | 240,000 tested, 0.4% active | AID 1656, 2009;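 active means lipid droplet intensity inhibited by at least 50%, with more than 500 cells counted; inconclusive means wells with under 300 cells, treated as cytotoxic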
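Material: mouse AML12 hepatocyte cell line, fixed after treatment; Timing: compound with oleate, overnight; Technique: high-content imaging of BODIPY-stained droplets and DAPI nuclei; Probe or stimulus: oleate, 100 µM final; Dosing: compound at 6.5 µM only.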
NTR1 agonist: agonists of NTR1, primary screen, imaging, U2OS cells, beta-arrestin-GFP, high content (AID 493036); NTR1-U2OS beta-arrestin-GFP spot imaging, agonist mode; activation, % at 20 µM; 330,000 tested, 0.17% active;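 active means activation at or above 40% of the spot to cytoplasm intensity ratio, with at least 20 cells analyzed; inconclusive means wells under 20 cells, flagged as cytotoxic or low count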;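 further: 0% = DMSO without peptide and 100% = 100 nM NTR1 peptide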
Target sequence (P30989 whole entry, looked up): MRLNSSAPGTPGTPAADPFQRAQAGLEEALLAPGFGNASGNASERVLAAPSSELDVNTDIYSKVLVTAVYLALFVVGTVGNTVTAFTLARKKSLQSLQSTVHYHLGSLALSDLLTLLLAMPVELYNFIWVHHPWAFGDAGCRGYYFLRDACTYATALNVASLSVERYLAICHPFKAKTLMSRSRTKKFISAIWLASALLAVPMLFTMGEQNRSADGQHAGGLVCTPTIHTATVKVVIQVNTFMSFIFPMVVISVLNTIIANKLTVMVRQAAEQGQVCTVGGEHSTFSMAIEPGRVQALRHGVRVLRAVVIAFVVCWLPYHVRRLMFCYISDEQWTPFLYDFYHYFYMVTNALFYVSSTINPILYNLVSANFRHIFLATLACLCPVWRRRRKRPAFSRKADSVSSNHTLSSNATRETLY
LYP inhibition: inhibitors of LYP phosphatase, biochemical, fluorescence intensity, uHTS (AID 1779) | recombinant LYP phosphatase, fluorescence intensity; higher % means a stronger effect | Tyrosine-protein phosphatase non-receptor type 22 (Homo sapiens) | one-dose inhibition, % at 11.5 µM; IC50 in µM for titrated hits | 290,000 tested, 0.054% active; in the data active means inhibition above about 50%;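 further: plate controls were vehicle with enzyme for no effect and no enzyme for full effect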
GPR55 beta-arrestin: GPR55 agonists via beta-arrestin recruitment, primary screen, imaging, U2OS cells, beta-arrestin-GFP redistribution (AID 1961); G-protein coupled receptor 55 (Homo sapiens); U2OS GPR55 beta-arrestin-GFP redistribution imaging; higher % means a stronger effect; activation, % at 10 µM, or EC50 in µM where a hit was titrated; 290,000 tested, 0.048% active;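 active means activation above 40% with more than 50 cells counted in the well; inconclusive means wells holding fewer than 50 cells, flagged as toxic or sparse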;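 further: U2OS osteosarcoma cells stably expressing GPR55 and beta-arrestin-GFP; plate controls were DMSO negative control for no effect and LPI positive control for full effect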
T cell HTS: modulators of CD8 T cell-vesicle binding, primary screen, mouse 2C CD8+ T cells, flow cytometry | 2C CD8+ T cell-vesicle binding; hits give low values | calls only at 7 µM | 330,000 tested, 0.068% active;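 active means response, share of CD8 T cells binding vesicles, and their 90th percentile fluorescence all below set limits, cut at about 80% in these data, passing the limit was not always enough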
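Assay system – 2C mouse CD8+ T cells · Also added – QL9-loaded Drosophila micro-vesicles · Timing – Cell–vesicle co-incubation 1.5 h at 37 °C, staining 20 min on ice · Signal – flow cytometry of vesicle-bound cells · Measure – percent CD8+ FL2 mean versus row control · Controls – Peptide-free naked vesicles (low) and QL9 vesicles with 0.7% DMSO vehicle (high)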
GPR35 antagonists: GPR35 antagonists blocking zaprinast-driven arrestin recruitment, primary screen, imaging, U2OS, beta-arrestin-GFP, zaprinast agonist (AID 2058). G-protein coupled receptor 35 (Homo sapiens). U2OS GPR35 beta-arrestin-GFP translocation imaging, zaprinast antagonism; higher % means a stronger effect. inhibition, % at 10 µM; hits with a dose series show IC50 in µM. 290,000 tested, 0.052% active;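 active means inhibition of at least 50% with at least 30 cells and total cytoplasm GFP at most 10,000,000; inconclusive means under 30 cells or total GFP of 10,000,000 plus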
SV40 large T antigen: SV40 large T antigen inhibitors, biochemical (AID 1903). SV40 large T antigen ATPase/helicase inhibition assay; higher % means a stronger effect. one-dose inhibition, % at 20 µM; IC50 in µM for titrated hits. 310,000 tested, 0.39% active; in the data active means a potency from the dose series; inconclusive means inhibition mostly from about 32% at the one dose, without a potency; inactive means the rest, 99 in 100 with inhibition below about 32%; further: strong numbers were not always called active
MgcRacGAP inhibition: MgcRacGAP GTPase-activating activity inhibitors, confirmation, biochemical, ADP Hunter fluorescence | AID 624330, 2012 | Rac GTPase-activating protein 1 (Homo sapiens) | one-dose inhibition, % at 30 µM; IC50 in µM for titrated hits | MgcRacGAP-stimulated Rac1 GTP hydrolysis, ADP Hunter fluorescence; higher % means a stronger effect; GST-tagged Rac1 F28L mutant substrate | 340,000 tested, 0.6% active;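 active means first-screen hits whose inhibition reached a set limit at any dose in the follow-up dose series; inconclusive means inhibition above the set first-screen limit but never retested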;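 further: fluorescence reports GDP produced by GAP-driven GTP hydrolysis; strong numbers were not always called active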
GPR55 antagonists: GPR55 antagonists blocking LPI-driven arrestin recruitment, primary screen, imaging, U2OS, beta-arrestin-GFP, LPI agonist (AID 2013) | G-protein coupled receptor 55 (Homo sapiens) | U2OS GPR55 beta-arrestin-GFP translocation imaging, LPI antagonism; higher % means a stronger effect | inhibition, % at 10 µM, or IC50 in µM where a hit was titrated | 290,000 tested, 0.13% active;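 active means spots per cell inhibited over 60%, with over 100 cells counted and total cytoplasm intensity under 500,000; inconclusive means wells with under 100 cells, flagged as likely toxic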;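 further: U2OS cells stably carrying GPR55 and arrestin-GFP stimulated by 5 µM LPI near EC80; imaged beta-arrestin-GFP aggregate spots per cell after agonist stimulation; plate controls were LPI-stimulated DMSO wells for no effect and DMSO wells without LPI for full effect; some results filed as inactive read as strong as hits; confirmed hits need IC50 under 10 µM and bright autofluorescent wells are also inconclusive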
Lipid droplet cells 6.5 µM: further read-out of Lipid droplet, marked with its call; cell count; measured here: cell count, cytotoxicity flag;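 cells counted across two imaged fields per well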
T cell HTS vesicle-bound %: second read-out of T cell HTS, no call of its own (marks repeat the call); double positive events, %; measured here: CD8+ vesicle-bound cell fraction;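 binding gate set so that unloaded-vesicle control wells show 10% double positive cells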
NTR1 agonist cell count 20 µM: also measured in NTR1 agonist; calls as there; cell count; measured here: cell count, cytotoxicity flag
An asterisk follows results filed as active; i = inactive; ? = inconclusive; nt = no result given.

SMILES	Lipid droplet	Lipid droplet cells 6.5 µM	NTR1 agonist	NTR1 agonist cell count 20 µM	LYP inhibition	GPR55 beta-arrestin	T cell HTS	T cell HTS vesicle-bound %	GPR35 antagonists	SV40 large T antigen	MgcRacGAP inhibition	GPR55 antagonists
Cn1c(=O)cc(SCC(=O)N2CCN(C(=O)c3ccco3)CC2)c2ccccc21	0	743	-0.7	78	-6%	0.2%	i	11	0%	3%	6%	-5%
CC1=C(C#N)C(NC(=O)c2ccccc2Cl)(C(F)(F)F)C(=O)N1 (centres undefined)	2	728	2.0	68	-7%	-0.2%	i	6	-10%	11%	3%	11%
CC(C)CC(=O)N1CCC(O)(CS(=O)(=O)Cc2ccccc2Cl)CC1	6	606	-1.3	71	-2%	-0.2%	i	13	-2%	0%	3%	10%
O=C(CCS(=O)(=O)c1ccc(Br)cc1)Nc1cc(F)ccc1F	-22	593	3.4	39	-2%	0.1%	i	13	14%	2%	6%	6%
O=C(O)CC1c2ccccc2C=Cc2ccccc21	nt	nt	0.9	85	nt	nt	i	46	nt	20%	1%	nt
CCc1nnc(NC(=O)CSc2nnc(CNc3cccc(Cl)c3)n2CC)s1	-4	754	-1.6	26	-6%	0.0%	i	61	10%	-6%	1%	8%
Nc1nonc1-n1nnc(C(=O)N/N=C/c2ccc(Br)cc2)c1CSC1=NCCS1	-31	649	23	66	-1%	0.5%	i	50	14%	-2%	6%	-5%
COc1cccc(N2C(=O)C3CCCN3C2c2cccs2)c1 (centres undefined)	0	709	-0.1	72	2%	-0.6%	i	63	6%	-4%	13%	4%
O=C1CCC(C(=O)O)N1 (centres undefined)	-10	789	0.0	96	-6%	0.2%	i	31	-2%	5%	-2%	2%
Cc1ccc(NC(=O)C2CC(=O)N/C(=N/NC(=O)c3ccc(C)cc3)S2)cc1 (centres undefined)	-12	625	1.5	48	1%	0.7%	i	30	-6%	0%	3%	2%
COc1ccc(-c2noc(CNC(=O)c3ccoc3C)n2)cc1	11	746	0.5	47	-9%	0.2%	i	43	25%	1%	5%	7%
CCNC(=O)NC(=O)CN(C)c1ccccc1	12	658	0.4	59	4%	0.0%	i	59	12%	1%	1%	2%
O=C(CSc1nc(-c2ccccc2)cc(=O)[nH]1)Nc1ccc(F)c(F)c1	-12	804	1.0	83	-4%	0.0%	i	48	2%	0%	-10%	-5%
Cc1cc(C)cc(NC(=S)N2CCN(c3ccc(F)cc3)CC2)c1	28	690	-0.2	61	0%	0.3%	i	48	8%	-4%	2%	7%
COc1ccc(-n2ncc3c2CC(C)(C)CC3NC(=O)CCCN2CCCC2=O)cc1 (centres undefined)	23	735	-0.8	57	-10%	-0.2%	i	17	11%	8%	8%	-3%
CSc1cc(C)c(OCC(=O)Nc2c(C)nn(C)c2C)c(C)c1	-20	634	0.3	57	-5%	-0.2%	i	24	-6%	2%	2%	-10%
O=C(Nc1ccc(Br)cn1)c1ccc(Cl)s1	-11	513	0.5	49	-13%	-0.1%	i	13	-2%	1%	12%	-11%
CC(=O)Nc1ccc(S(=O)(=O)N2CCN(c3ccc([N+](=O)[O-])cc3)CC2)cc1	0	804	-0.8	65	-1%	-0.2%	i	49	12%	14%	10%	4%
CCc1c(C)c2ccc(OCC(=O)NCC3CCC(C(=O)O)CC3)c(C)c2oc1=O (centres undefined)	nt	nt	-2.3	90	-11%	-0.1%	i	4	-15%	nt	7%	4%
O=C(NCc1ccccc1)C(c1ccco1)N(C(=O)c1ccccn1)c1ccccc1 (centres undefined)	-15	819	-0.2	64	-6%	1.1%	i	49	11%	3%	5%	6%
CCOc1ccc(OCCC(=O)OCC(=O)Nc2cc(OCC)c(N3CCOCC3)cc2OCC)cc1	nt	nt	1.1	47	nt	nt	i	8	nt	55%	8%	nt
CCCc1cc(=O)c2ccc(OC/C(C)=N/O)cc2o1	22	774	0.6	49	-2%	0.3%	i	36	-1%	10%	-4%	14%
COc1cc(Cc2nc3ccc(S(=O)(=O)N4CCOCC4)cc3[nH]2)cc(OC)c1OC	1	790	0.7	61	-12%	0.0%	i	29	9%	4%	-1%	-1%
Cc1cc(C)n2nc(SCc3nnc(SCCCCl)o3)nc2n1	nt	nt	0.7	47	-7%	0.0%	i	31	17%	5%	4%	-35%
CC(=O)c1c(NCCc2ccccc2)cc(C)oc1=O	-19	708	-0.6	62	-1%	0.5%	i	34	-5%	-1%	-1%	-4%
COc1ccc(C(=O)N/N=C/c2cn[nH]c2-c2ccc(OC)cc2OC)cc1	12	704	3.7	51	3%	0.4%	i	38	3%	4%	2%	7%
CN1CCN(C(=O)c2ccc(-c3ccccc3)cc2)CC1	-2	814	-0.4	60	-2%	0.2%	i	30	5%	7%	10%	7%
Cc1nn(-c2cccc(C(F)(F)F)c2)c(Cl)c1/C=N/Nc1cccc(C(=O)O)c1	11	679	nt	nt	4%	-0.3%	i	41	nt	3%	6%	-2%
OCCCNc1nc(-c2ccccc2)c2cc(Br)ccc2n1	-1	896	3.6	46	-3%	0.0%	i	62	0%	1%	6%	-6%
C=CCNC(=O)c1ccc2c3n(nc2c1)-c1ccccc1CO3	nt	nt	-1.1	91	-5%	-0.2%	i	53	-6%	9%	16%	-2%
O=C(NCCN1CCOCC1)Nc1ccccc1	-3	785	-0.2	62	-10%	0.0%	i	34	-7%	12%	6%	-2%
CCC1N=C(SC)NC(C)=C1C(=O)c1ccccc1 (centres undefined)	-12	758	0.6	45	-6%	-0.5%	i	14	-11%	8%	-14%	5%
CC1(C)CC(=O)C(C2C3=C(CC(C)(C)CC3=O)Oc3ccccc32)=C(O)C1 (centres undefined)	10	805	1.8	34	-4%	0.3%	i	20	-8%	10%	11%	8%
COc1ccc(CNC(=O)CN2C(=O)NC(C)(c3cccc4ccccc34)C2=O)cc1OC (centres undefined)	78*	768*	-0.9	43	-2%	0.2%	i	48	5%	6%	5%	1%
COc1ccc(NC(=O)C(=O)NNC(=O)c2cccs2)cc1	10	697	0.3	89	-3%	0.1%	i	61	-1%	4%	1%	-3%
CC(C)(CNc1ccc(C(F)(F)F)cc1[N+](=O)[O-])N1CCOCC1	40	682	0.5	54	1%	-0.1%	i	52	0%	10%	9%	-5%
COc1cccc(CNC(=O)CN2C(=O)COc3ccc(S(=O)(=O)N4CCC(C)CC4)cc32)c1	5	698	-0.3	47	-9%	0.3%	i	11	-7%	-1%	-3%	10%
O=C(CCNS(=O)(=O)c1ccccc1)N1CCN(C(c2ccccc2)c2ccccc2)CC1	-36	595	1.9	63	-2%	0.0%	i	29	1%	10%	9%	2%
O=C(O)COc1ccccc1C(Nc1ccccn1)c1cc(Cl)c2cccnc2c1O (centres undefined)	4	745	1.2	37	5%	-0.3%	i	52	-3%	?	13%	6%
COc1ccccc1-c1nnc(SCC(=O)N2CCCCC2)o1	-8	556	1.2	57	-4%	-0.1%	i	69	3%	2%	8%	29%

Three structures already listed, ordered by molecular weight, ascending.
SMILES	Lipid droplet	Lipid droplet cells 6.5 µM	NTR1 agonist	NTR1 agonist cell count 20 µM	LYP inhibition	GPR55 beta-arrestin	T cell HTS	T cell HTS vesicle-bound %	GPR35 antagonists	SV40 large T antigen	MgcRacGAP inhibition	GPR55 antagonists
CCC1N=C(SC)NC(C)=C1C(=O)c1ccccc1 (centres undefined)	-12	758	0.6	45	-6%	-0.5%	i	14	-11%	8%	-14%	5%
CC1(C)CC(=O)C(C2C3=C(CC(C)(C)CC3=O)Oc3ccccc32)=C(O)C1 (centres undefined)	10	805	1.8	34	-4%	0.3%	i	20	-8%	10%	11%	8%
O=C(CCNS(=O)(=O)c1ccccc1)N1CCN(C(c2ccccc2)c2ccccc2)CC1	-36	595	1.9	63	-2%	0.0%	i	29	1%	10%	9%	2%

(continued)
SMILES	Lipid droplet	Lipid droplet cells 6.5 µM	NTR1 agonist	NTR1 agonist cell count 20 µM	LYP inhibition	GPR55 beta-arrestin	T cell HTS	T cell HTS vesicle-bound %	GPR35 antagonists	SV40 large T antigen	MgcRacGAP inhibition	GPR55 antagonists
COc1cc(/C=N/N2CCN(Cc3ccc(C)cc3)CC2)cc(OC)c1O	nt	nt	1.2	63	-4%	-0.1%	i	30	-15%	12%	26%	-11%
O=C(CC(Nc1ccccc1)c1ccc(F)cc1)c1ccccc1 (centres undefined)	4	681	11	64	3%	-0.3%	i	2	4%	26%	11%	12%
CCc1c(C)sc(NC(=O)/C=C/c2ccc3c(c2)OCO3)c1C(=O)OC	?	nt	1.3	50	-2%	0.1%	i	50	2%	4%	6%	59%
CNc1nc(C)c(C(C)=O)cc1C#N	3	733	-0.4	53	0%	-0.1%	i	58	5%	12%	3%	0%
Cc1cc(=O)[nH]c(SCC(=O)OCc2ccccc2)c1C#N	-6	703	1.3	17	-5%	-0.1%	i	55	-1%	20%	2%	-2%
CCCCOc1ccc(/C=N/NC(=S)Nc2cccc(C)c2C)cc1	17	844	2.5	62	12%	-0.2%	i	43	-6%	12%	6%	5%
